Tb hexokinase – blocks Trypanosoma brucei hexokinase 1 activity; inhibition, % at 10 µM; actives 0.11% (n = 220,000); recombinant TbHK1, G6PDH-coupled NADH A340;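 active means inhibition of 50% or more in the single-dose primary screen; inactive means inhibition below 50%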
BaF3 tox – parental Ba/F3 viability inhibition as JAK2V617F counter-screen. CellTiter-Glo ATP luminescence. actives 1.1% (n = 220,000). inhibition, % at 5.6 µM;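 active means inhibition above a per-campaign cutoff, the mean inhibition of all tested compounds plus 3 SD, cut at about 27% in these data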;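 further: 0% = DMSO wells and 100% = JAK Inhibitor I control wells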
RBBP9 inhibitor – human RBBP9 hydrolase inhibition | O75884 | recombinant RBBP9, FP-Rh probe fluorescence polarization | actives 0.2% (n = 220,000) | AID 1515 | inhibition, % at 7.94 µM;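 active means inhibition above the campaign mean of all tested compounds plus 3 SD, cut at about 14% in these data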;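 further: plate controls were DMSO wells with RBBP9 for no effect and wells lacking RBBP9 protein for full effect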
Target sequence (O75884 whole entry, looked up): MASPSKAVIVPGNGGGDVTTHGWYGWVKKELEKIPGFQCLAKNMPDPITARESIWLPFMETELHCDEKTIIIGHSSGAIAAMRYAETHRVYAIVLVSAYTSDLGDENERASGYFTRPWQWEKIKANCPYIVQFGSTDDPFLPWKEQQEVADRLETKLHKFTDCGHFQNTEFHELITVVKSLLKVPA
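Controls: DMSO-treated enzyme wells and wells lacking RBBP9 | Material: RBBP9 protein | Technique: Fluorescence polarization | Replication: Single well per compound, no replicates | Buffer or medium: Tris-NaCl-Pluronic buffer, pH 8.0 | Timing: 30 min compound preincubation, 45 min probe labeling, 25 °C | Read-out basis: Percent inhibition from mP, scaled between DMSO and no-protein wells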
p97 inhibitor – inhibitors of human p97 ATPase. actives 0.42% (n = 220,000). recombinant p97 ATPase, Kinase-Glo ATP luminescence, 3 h. P55072. inhibition, % at 8 µM; in the data active means inhibition above about 15%;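 further: 0% = DMSO vehicle and 100% = wells lacking enzyme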
Target sequence (P55072 whole entry, looked up): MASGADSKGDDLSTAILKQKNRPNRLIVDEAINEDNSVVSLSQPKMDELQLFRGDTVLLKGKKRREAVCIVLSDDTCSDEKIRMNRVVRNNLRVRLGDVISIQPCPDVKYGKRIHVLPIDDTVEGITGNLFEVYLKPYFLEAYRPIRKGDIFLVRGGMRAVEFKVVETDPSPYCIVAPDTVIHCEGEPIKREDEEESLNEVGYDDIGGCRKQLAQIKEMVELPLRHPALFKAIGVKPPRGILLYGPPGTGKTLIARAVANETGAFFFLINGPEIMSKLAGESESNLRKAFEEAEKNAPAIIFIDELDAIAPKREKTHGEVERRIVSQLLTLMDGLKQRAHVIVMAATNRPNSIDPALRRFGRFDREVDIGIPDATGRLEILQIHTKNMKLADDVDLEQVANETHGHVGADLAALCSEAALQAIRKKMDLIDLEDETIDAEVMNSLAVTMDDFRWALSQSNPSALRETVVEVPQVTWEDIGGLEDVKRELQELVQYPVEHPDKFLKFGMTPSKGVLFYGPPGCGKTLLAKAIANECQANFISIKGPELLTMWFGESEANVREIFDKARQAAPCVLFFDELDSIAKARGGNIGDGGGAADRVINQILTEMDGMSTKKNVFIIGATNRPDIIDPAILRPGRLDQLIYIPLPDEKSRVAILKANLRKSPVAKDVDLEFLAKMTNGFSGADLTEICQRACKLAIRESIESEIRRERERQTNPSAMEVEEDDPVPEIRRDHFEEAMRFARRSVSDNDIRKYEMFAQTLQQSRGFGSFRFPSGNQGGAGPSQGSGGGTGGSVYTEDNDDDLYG
Ba/F3 V617F tox – reduce viability of Ba/F3 cells dependent on JAK2V617F. Ba/F3 EpoR-JAK2V617F viability, ATP luminescence. inhibition, % at 5.6 µM. actives 1.1% (n = 220,000);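 active means inhibition above the campaign mean plus 3 SD over all tested compounds, cut at about 24% in these data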;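 further: cytokine-independent growth of Ba/F3 cells driven by EpoR plus mutant JAK2; 0% = DMSO-treated cells and 100% = JAK inhibitor I control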
p47phox inh – blocks human p47phox regulatory protein of NADPH oxidases | P14598 | p47phox/p22phox peptide binding, fluorescence polarization, 2 h | inhibition, % at 24.7 µM | actives 0.53% (n = 220,000) | AID 1274;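 active means inhibition above about 30%, limit read from the data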;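 further: 0% = p47phox with labelled peptide and 100% = labelled peptide alone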
PGE2 EP2 inh – EP2 receptor (human) inhibition; C6 glioma cells expressing human EP2, cAMP TR-FRET; cells stimulated with saturating PGE2; inhibition, % at 25 µM; actives 0.52% (n = 260,000); AID 1422;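 active means percent inhibition above 40 after rounding to a whole number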;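 further: rat C6 glioma host cells with rolipram phosphodiesterase inhibitor present; the protocol text gives 20 µM as final concentration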
PPC-1+TRAIL kill – PPC-1 cancer cell killing with TRAIL present. cell killing (% activity), % at 4 µM. actives 0.41% (n = 220,000). PPC-1 cells + TRAIL, ATPLite viability luminescence;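 active means cell killing above 50% in the first pass at 4 µM, then a duplicate retest at 5 µM averaging 50% or more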;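 further: plate controls were cells with TRAIL plus DMSO for no effect and medium-only wells lacking cells for full effect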
Furin inh – blocks human furin protease activity; P09958; purified furin, fluorogenic substrate cleavage; inhibition, % at 30 µM; actives 0.061% (n = 220,000); AID 463115; in the data active means inhibition above about 25%; further: inactives centre near -15
* hit, by the source's call; [ ] = another dose, or the depositor's remark. Some of the compounds tested (hit frequency here may not be typical).

Screening O=C(CCC(=O)Nc1ccccc1)NNC(=O)COc1ccccc1 returned Tb hexokinase 31, BaF3 tox -2, RBBP9 inhibitor -6, p97 inhibitor 1, Ba/F3 V617F tox -6, p47phox inh 3, PGE2 EP2 inh 5, PPC-1+TRAIL kill 37 and Furin inh -23.
For O=c1c(C(c2ccccc2)c2c(O)nc3n(c2=O)CCS3)c(O)nc2n1CCS2 the results were Tb hexokinase -5, BaF3 tox 0, RBBP9 inhibitor -2, p97 inhibitor 3, Ba/F3 V617F tox -6, p47phox inh -11, PGE2 EP2 inh 5, PPC-1+TRAIL kill 21 and Furin inh -8.
Screening COc1ccc(Cc2nnc(SCC(=O)c3cccc([N+](=O)[O-])c3)n2C)cc1 returned Tb hexokinase 1, BaF3 tox 3, RBBP9 inhibitor -9, p97 inhibitor -2, Ba/F3 V617F tox 1, p47phox inh -8, PGE2 EP2 inh 7, PPC-1+TRAIL kill -8 and Furin inh -15[20 µM].
`CC(=O)c1cccc(NC(=O)CN(C2CCCCC2)S(C)(=O)=O)c1` gave Tb hexokinase -2, BaF3 tox -1, RBBP9 inhibitor -6, p97 inhibitor -2, Ba/F3 V617F tox -3, p47phox inh 6, PGE2 EP2 inh 13, PPC-1+TRAIL kill 4 and Furin inh -9[20 µM].
Cc1cc(C(=O)CN2C(=O)NC3(CCCCC3)C2=O)c(C)n1Cc1ccco1 was read as Tb hexokinase -4, BaF3 tox 2, RBBP9 inhibitor -3, p97 inhibitor 2, Ba/F3 V617F tox -2, p47phox inh -6, PGE2 EP2 inh 10, PPC-1+TRAIL kill -13 and Furin inh -24.
Screening O=C1NC2(CCCCC2)C(=O)N1Cc1cc(=O)n2ccsc2n1 returned Tb hexokinase 2, BaF3 tox 5, RBBP9 inhibitor -3, p97 inhibitor 5, Ba/F3 V617F tox -4, p47phox inh 3, PGE2 EP2 inh 9, PPC-1+TRAIL kill 5 and Furin inh -28.
Cc1ccc(C)c(-n2c(CNC(=O)c3ccco3)nnc2SCC(=O)Nc2nccs2)c1 was read as Tb hexokinase -3, BaF3 tox 3, RBBP9 inhibitor -3, p97 inhibitor -2, Ba/F3 V617F tox 0, p47phox inh 1, PPC-1+TRAIL kill -18 and Furin inh -19.
`COc1ccccc1OCC(=O)N/N=C/C=C/c1ccc([N+](=O)[O-])o1` gave Tb hexokinase -9, BaF3 tox 0, RBBP9 inhibitor 0, p97 inhibitor 1, Ba/F3 V617F tox 1, p47phox inh -7, PGE2 EP2 inh 7, PPC-1+TRAIL kill -14 and Furin inh -2.
For O=C(O)C#Cc1cccc2ccccc12 the results were Tb hexokinase -2, BaF3 tox 0, RBBP9 inhibitor 3, p97 inhibitor 3, Ba/F3 V617F tox 2, p47phox inh -8, PGE2 EP2 inh 7, PPC-1+TRAIL kill 16 and Furin inh -1.
Cc1ccc(-c2csc(NC(=O)c3cccc([N+](=O)[O-])c3)n2)cc1 was read as Tb hexokinase -13, BaF3 tox 4, RBBP9 inhibitor -10, p97 inhibitor -4, Ba/F3 V617F tox -2, p47phox inh 0, PPC-1+TRAIL kill 4 and Furin inh -11[20 µM].
`N#CC1=C(N)NC(SCc2ccccc2)=C(C#N)C12CCCC2` gave Tb hexokinase -4, BaF3 tox 2, RBBP9 inhibitor -11, p97 inhibitor -4, Ba/F3 V617F tox 3, p47phox inh -7, PGE2 EP2 inh 5, PPC-1+TRAIL kill 8 and Furin inh 6.
Cc1ccc(S(=O)(=O)NC(=O)COc2ccccc2C)cc1 was read as Tb hexokinase -4, BaF3 tox 0, RBBP9 inhibitor 1, p97 inhibitor 0, Ba/F3 V617F tox -5, p47phox inh 1, PGE2 EP2 inh 13, PPC-1+TRAIL kill 16 and Furin inh -9[20 µM].

By substructure: those above with two or more sulfur atoms.
For O=c1c(C(c2ccccc2)c2c(O)nc3n(c2=O)CCS3)c(O)nc2n1CCS2 the results were Tb hexokinase -5, BaF3 tox 0, RBBP9 inhibitor -2, p97 inhibitor 3, Ba/F3 V617F tox -6, p47phox inh -11, PGE2 EP2 inh 5, PPC-1+TRAIL kill 21 and Furin inh -8.
Cc1ccc(C)c(-n2c(CNC(=O)c3ccco3)nnc2SCC(=O)Nc2nccs2)c1 was read as Tb hexokinase -3, BaF3 tox 3, RBBP9 inhibitor -3, p97 inhibitor -2, Ba/F3 V617F tox 0, p47phox inh 1, PPC-1+TRAIL kill -18 and Furin inh -19.

Filtered by structure, the entries above containing an aryl methoxy group
Screening COc1ccc(Cc2nnc(SCC(=O)c3cccc([N+](=O)[O-])c3)n2C)cc1 returned Tb hexokinase 1, BaF3 tox 3, RBBP9 inhibitor -9, p97 inhibitor -2, Ba/F3 V617F tox 1, p47phox inh -8, PGE2 EP2 inh 7, PPC-1+TRAIL kill -8 and Furin inh -15[20 µM].
`COc1ccccc1OCC(=O)N/N=C/C=C/c1ccc([N+](=O)[O-])o1` gave Tb hexokinase -9, BaF3 tox 0, RBBP9 inhibitor 0, p97 inhibitor 1, Ba/F3 V617F tox 1, p47phox inh -7, PGE2 EP2 inh 7, PPC-1+TRAIL kill -14 and Furin inh -2.

New compounds follow
CNS(=O)(=O)c1ccc(NC(=O)Nc2cccc(F)c2)cc1 was read as Tb hexokinase 4, BaF3 tox 4, RBBP9 inhibitor -8, p97 inhibitor 0, Ba/F3 V617F tox -1, p47phox inh -1, PGE2 EP2 inh 9, PPC-1+TRAIL kill 21 and Furin inh -22.
`Cc1cc(C)n2nc(-c3cnn(C)c3C(F)(F)F)c(Cl)c2n1` gave Tb hexokinase -1, BaF3 tox 5, RBBP9 inhibitor -9, p97 inhibitor -3, Ba/F3 V617F tox -1, p47phox inh -2, PGE2 EP2 inh 7, PPC-1+TRAIL kill -8 and Furin inh -21[20 µM].
For O=C(CSc1ncccc1C(=O)O)c1ccccc1F the results were Tb hexokinase 4, BaF3 tox 0, RBBP9 inhibitor 4, p97 inhibitor 7, Ba/F3 V617F tox -3, p47phox inh 6, PGE2 EP2 inh 1, PPC-1+TRAIL kill -2 and Furin inh -19.
`COC(=O)c1sccc1NC(=O)c1cnc2cc(C)nn2c1C` gave Tb hexokinase -1, BaF3 tox 6, RBBP9 inhibitor -4, p97 inhibitor -2, Ba/F3 V617F tox 2, p47phox inh 7, PGE2 EP2 inh 2, PPC-1+TRAIL kill 17 and Furin inh -22.
`COc1cccc2c1C(CO)N1C(C#N)C3CC(C(=O)O)C(C1C2)N3C` (stereo not given) gave Tb hexokinase -4, BaF3 tox 95*, RBBP9 inhibitor -7, p97 inhibitor 3, Ba/F3 V617F tox 94*, p47phox inh -10, PGE2 EP2 inh 9, PPC-1+TRAIL kill 43 and Furin inh -30.
`Cc1ccccc1NC(=O)CCC(=O)OCC(=O)c1cccc([N+](=O)[O-])c1` gave Tb hexokinase 3, BaF3 tox 3, RBBP9 inhibitor -1, p97 inhibitor 4, Ba/F3 V617F tox 0, p47phox inh 32*, PGE2 EP2 inh 4, PPC-1+TRAIL kill 5 and Furin inh -7.
CCOC(=O)/C(C#N)=C/c1ccc(N2CCCCC2)cc1 was read as Tb hexokinase 0, BaF3 tox 6, RBBP9 inhibitor -5, p97 inhibitor -2, Ba/F3 V617F tox -2, p47phox inh -17, PGE2 EP2 inh 8, PPC-1+TRAIL kill 1 and Furin inh -19.
Cc1cccnc1NC(=O)C1CCN(S(=O)(=O)c2c(C)noc2/C=C/c2ccco2)CC1 was read as Tb hexokinase -20, BaF3 tox 4, RBBP9 inhibitor -8, p97 inhibitor -4, Ba/F3 V617F tox -1, p47phox inh -7, PGE2 EP2 inh 5, PPC-1+TRAIL kill 7 and Furin inh -1.
`COc1ccc(S(=O)(=O)N2CC(O)C[C@H]2C(=O)OCC(=O)N2CCCCCC2)cc1` (stereo not given in full) gave Tb hexokinase 11, BaF3 tox 5, RBBP9 inhibitor -8, p97 inhibitor -7, Ba/F3 V617F tox 8, p47phox inh 9, PGE2 EP2 inh 1, PPC-1+TRAIL kill 1 and Furin inh -3.
`Cc1cc(=O)oc2cc(OCC(=O)N3c4ccccc4CC3C)ccc12` (stereo not given) gave Tb hexokinase -6, BaF3 tox 2, RBBP9 inhibitor -10, p97 inhibitor 3, Ba/F3 V617F tox -3, p47phox inh -3, PGE2 EP2 inh 17, PPC-1+TRAIL kill 23 and Furin inh -15.
For N#CCC(=O)Nc1ccc(C(F)(F)F)cc1N1CCOCC1 the results were Tb hexokinase 2, BaF3 tox 4, RBBP9 inhibitor -9, p97 inhibitor -1, Ba/F3 V617F tox 1, p47phox inh -19, PGE2 EP2 inh 3, PPC-1+TRAIL kill 10 and Furin inh -18.
Screening CS(=O)(=O)c1ccc(Cl)c(NC(=O)COC(=O)CNC(=O)c2ccccc2)c1 returned Tb hexokinase 10, BaF3 tox 1, RBBP9 inhibitor -18, p97 inhibitor -7, Ba/F3 V617F tox 3, p47phox inh 0, PGE2 EP2 inh 6, PPC-1+TRAIL kill 12 and Furin inh 3.
`CC1C=CCC2C(=O)N(c3ccccc3OC(=O)c3ccco3)C(=O)C12` (stereo not given) gave Tb hexokinase -4, BaF3 tox 10, RBBP9 inhibitor -2, p97 inhibitor -2, Ba/F3 V617F tox 2, p47phox inh -5, PGE2 EP2 inh 13 and Furin inh -26.
`O=C(CN1CCN(c2ccccn2)CC1)Nc1ccc(Cl)c(C(F)(F)F)c1` gave Tb hexokinase -8, BaF3 tox 0, RBBP9 inhibitor 0, p97 inhibitor 6, Ba/F3 V617F tox -5, p47phox inh 0, PGE2 EP2 inh 17, PPC-1+TRAIL kill 7 and Furin inh -13.
O=C(c1ccccc1NS(=O)(=O)c1cccc([N+](=O)[O-])c1)N1CCOCC1 was read as Tb hexokinase -2, BaF3 tox 5, RBBP9 inhibitor 7, p97 inhibitor 4, Ba/F3 V617F tox -1, p47phox inh -8, PGE2 EP2 inh 8, PPC-1+TRAIL kill 12 and Furin inh -28[20 µM].
For O=S(=O)(NC1CCN(Cc2ccccc2)CC1)c1ccc(Cl)cc1 the results were Tb hexokinase 1, BaF3 tox -1, RBBP9 inhibitor -4, p97 inhibitor -8, Ba/F3 V617F tox 5, p47phox inh -6, PGE2 EP2 inh 6, PPC-1+TRAIL kill 8 and Furin inh -8.
O=S(=O)(N1CCCCCC1)N1CCN(S(=O)(=O)N2CCOCC2)CC1 was read as Tb hexokinase 1, BaF3 tox 1, RBBP9 inhibitor 1, p97 inhibitor 2, Ba/F3 V617F tox -5, p47phox inh -2, PGE2 EP2 inh 11, PPC-1+TRAIL kill 10 and Furin inh -17[20 µM].
Screening CC(C)(C)S(=O)(=O)c1ccsc1C(=O)O returned Tb hexokinase 26, BaF3 tox 4, RBBP9 inhibitor -2, p97 inhibitor 2, Ba/F3 V617F tox -4, p47phox inh -6, PGE2 EP2 inh 10, PPC-1+TRAIL kill 19 and Furin inh -32.
`CC1CCc2c(sc3nc(CN4CCN(S(=O)(=O)c5ccccc5[N+](=O)[O-])CC4)[nH]c(=O)c23)C1` (stereo not given) gave Tb hexokinase -17, BaF3 tox 4, RBBP9 inhibitor -2, p97 inhibitor 3, Ba/F3 V617F tox -3, p47phox inh -22, PGE2 EP2 inh 11, PPC-1+TRAIL kill -9 and Furin inh -18.
Screening COc1ccc(CN(C)c2ncnc(N)n2)cc1 returned Tb hexokinase -6, BaF3 tox 2, RBBP9 inhibitor -12, p97 inhibitor -3, Ba/F3 V617F tox 0, p47phox inh -10, PGE2 EP2 inh 6, PPC-1+TRAIL kill 10 and Furin inh -6[20 µM].
